# Bioassay records (PubChem)
# UTI89 phage lysis: inhibition of K1F phage lysis, E. coli UTI89, bacterial capsule biogenesis inhibitors, alamar blue (AID 488966); one-dose inhibition, % at 100 µM; IC50 in µM for titrated hits; 340,000 tested, 0.02% active; E. coli UTI89 K1F phage lysis, alamar blue, 2 h; higher % means a stronger effect;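 active means phage lysis inhibition, versus mean bacterial control, above a set limit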;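 further: capsule biogenesis inhibitors block K1F phage lysis so surviving cells raise fluorescence; higher fluorescence means more inhibition of phage lysis; actives were called in the ten point dose series up to 300 µM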
# ER stress rescue: rescue of cells from ER stress-induced death, primary screen, 384-well, CSM14.1, thapsigargin, ATP luminescence (AID 1222); CSM14.1 thapsigargin-induced death rescue, ATP luminescence; higher % means a stronger effect; cellular ATP content (survival), % at 20 µM, or EC50 in µM where a hit was titrated; 190,000 tested, under 10 active;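 active means EC50 below 50 µM in the dose-response confirmation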;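 further: death triggered by thapsigargin at about 15 µM added after 2 h compound pretreatment; cell ATP read after overnight thapsigargin exposure of roughly 18 to 22 hours; normalized against plate controls of thapsigargin alone and 5% DMSO vehicle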
# human PMI inhibitors: human PMI inhibitors, high substrate, primary screen, biochemical, fluorescence intensity, high mannose 6-phosphate (AID 1220); recombinant PMI enzyme, coupled fluorescence intensity; higher % means a stronger effect; Mannose-6-phosphate isomerase (Homo sapiens); 190,000 tested, 0.66% active; inhibition, % at 20 µM, or IC50 in µM where a hit was titrated
# TNAP activators: human TNAP enzyme activators, primary screen, biochemical, luminescent, no phosphate acceptor, uHTS (AID 1001); purified TNAP, luminescent activation assay, no phosphate acceptor; higher activation fold means a stronger effect; 200,000 tested, 0.03% active; Alkaline phosphatase, tissue-nonspecific isozyme (Homo sapiens); activation fold at 20 µM, or EC50 in µM where a hit was titrated; in the data active means activation fold from about 3, or a potency from the dose series; inactive means the rest, 99 in 100 with activation fold below about 1.6; further: many of its hits are not listed in these tables
# M1AAP inhibition: P. falciparum M1AAP inhibitors, biochemical, fluorogenic H-Leu-NHMec substrate, 1536-well (AID 1445) | recombinant M1AAP, H-Leu-NHMec fluorogenic kinetic assay; higher % means a stronger effect | 220,000 tested, 0.42% active | inhibition, % at 30 µM, or IC50 in µM where a hit was titrated;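 active means primary inhibition above the hit cutoff, then over 50% inhibition at one or more dose response concentrations, cut at about 23% in these data, passing the limit was not always enough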;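 further: plate controls were DMSO full reaction for no effect and no enzyme background for full effect; strong numbers were not always called active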
# Lipid droplet: inhibitors of hepatocyte lipid droplet formation, primary screen, imaging, high-throughput imaging, BODIPY stain. inhibition, % at 6.5 µM. AML12 mouse hepatocytes, oleate lipid droplets. 240,000 tested, 0.4% active;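 active means lipid droplet intensity inhibited by at least 50%, with more than 500 cells counted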
#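 Assay system: AML12 hepatocytes (mouse) / Also added: 100 µM oleic acid challenge / Times: overnight treatment with compound plus oleate / Detection: high-content imaging of BODIPY-stained droplets and DAPI nuclei / Evaluation: % inhibition of lipid droplet signal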
# WT yeast gro inh: growth inhibition of WT strain, primary screen, mitochondrial fusion inhibitor project, WT and mutant strains, chemical genetic; mitochondrial fusion phenotypic screen; inhibition, % at 10 µM; 190,000 tested, 2.1% active; in the data active means inhibition above about 58%; tested in S. cerevisiae
# PMI inhibitors: inhibitors of human PMI, primary screen, biochemical, fluorescence intensity, coupled assay (AID 1209); purified PMI enzyme, coupled fluorescence intensity; higher % means a stronger effect; inhibition, % at 20 µM, or IC50 in µM where a hit was titrated; 190,000 tested, 0.42% active;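 further: plate controls were DMSO vehicle for no effect and wells lacking substrate for full effect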
# Myeloid diff 2: induction of myeloid progenitor differentiation, primary screen, cell-based, flow cytometry, MLPCN library. calls only at 10 µM. AID 624256, 2012. ER-HoxA9 myeloid progenitors, lysozyme-GFP differentiation. 360,000 tested, 1% active;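 active means normalized GFP-positive differentiation at or above the plate's own cutoff, the solvent-only control mean plus 3 SD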;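 further: cells exposed to compound for four days before flow analysis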
# WT yeast gro inh mutant strain: recorded beside WT yeast gro inh, whose call it bears; inhibition, %; mitochondrial fusion phenotypic screen, mutant strain inhibition
# Lipid droplet cells 6.5 µM: second read-out of Lipid droplet, no call of its own (marks repeat the call); cell count; measured here: cell count, cytotoxicity flag;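 cells counted across two imaged fields per well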
# Myeloid diff 2 GFP+ MAC1+ %: further read-out of Myeloid diff 2, marked with its call; GFP+ MAC1+ double positive, %; measured here: differentiation confirmed by MAC1 staining
# The depositor's hits bear a star; i = inactive; . = not tested or not shown; + = active, no number. Unless noted, no stated cut-off is given here; in the data, active means inhibition above about 50%; inactive means the rest. No enrichment for hits; 4.6% or so of the library scored in one or more.
SMILES,UTI89 phage lysis,ER stress rescue,human PMI inhibitors,TNAP activators,M1AAP inhibition,Lipid droplet,Lipid droplet cells 6.5 µM,WT yeast gro inh,WT yeast gro inh mutant strain,PMI inhibitors,Myeloid diff 2,Myeloid diff 2 GFP+ MAC1+ %
CC(C)C(=O)Nc1ccccc1Cc1ccccc1,0.5%,.,-5%,1.1,-2%,-12,706,18,5,0%,i,0.1
COc1ccccc1OCC(=O)Nc1ccc(-c2nnc(-c3ccco3)o2)cc1,0.1%,0.9%,.,1,-1%,4,679,-8,5,.,i,0.7
COc1ccccc1Nc1ncc(C(=O)N2CCN(Cc3ccc(OC)c(OC)c3OC)CC2)c2ccccc12,0.0%,1.0%,3%,1.1,3%,-10,691,14,-5,1%,i,0.4
COc1ccc(CCN2C(=O)CC(Cc3cccc(C)c3)C2=O)cc1OC (stereo unspecified),1.1%,-1.1%,15%,1.1,-2%,-26,598,18,19,15%,i,0.5
CCOc1ccc(NC(=S)N(Cc2ccc(Cl)cc2)Cc2ccco2)cc1,0.3%,1.2%,4%,1,7%,.,.,-5,2,3%,i,5.6
CC(C)C(=O)OCC(=O)NCc1ccccc1Cl,-0.1%,1.4%,0%,1.2,1%,-11,674,-18,6,-2%,i,0.0
CCOc1cc2[nH]c(=S)n(CCCC(=O)NCc3ccco3)c(=O)c2cc1OCC,0.9%,-0.9%,-1%,1,1%,.,.,10,14,0%,i,12
COC(=O)c1cc(-c2ccccc2)n[nH]1,-0.6%,-1.2%,10%,0.1,9%,11,661,4,-19,8%,i,1.2
N#CCCn1cc(C(=O)NCc2ccccc2)c(-c2cccs2)n1,0.1%,1.5%,-6%,1.2,1%,4,759,-2,12,-10%,i,0.5
O=C(NCCOC(=O)c1ccc(Cl)c(S(=O)(=O)N2CCCCC2)c1)c1ccncc1,0.3%,0.2%,3%,1,4%,.,.,6,-49,2%,i,1.3
CCOC(=O)c1nnn(-c2nonc2N)c1CSc1nnc(N)s1,-0.3%,-1.0%,2%,1.1,4%,15,694,-7,-6,-3%,i,1.0
CC(C)(C)c1cc(NC(=O)c2cc(F)c(F)c(F)c2F)no1,0.1%,.,9%,1.1,22%,14,692,10,-69,12%,i,0.5
COc1ccc(C)cc1NC(=O)CCN1CCCC1,0.9%,-4.1%,4%,1.1,7%,-6,741,3,10,6%,i,0.4
CN(C)/C=N/N(C)c1ncccc1[N+](=O)[O-],2.1%,.,.,.,2%,-1,690,.,.,.,i,1.3
COc1ccccc1N1CCN(C(=O)CSc2nnc(NC(=O)C3CC3)s2)CC1,0.6%,-0.1%,11%,1.1,5%,.,.,-5,1,4%,i,0.7

# In another format: results already given
structure	UTI89 phage lysis	ER stress rescue	human PMI inhibitors	TNAP activators	M1AAP inhibition	Lipid droplet	Lipid droplet cells 6.5 µM	WT yeast gro inh	WT yeast gro inh mutant strain	PMI inhibitors	Myeloid diff 2	Myeloid diff 2 GFP+ MAC1+ %
CC(C)C(=O)Nc1ccccc1Cc1ccccc1	0.5%	.	-5%	1.1	-2%	-12	706	18	5	0%	i	0.1
COc1ccccc1OCC(=O)Nc1ccc(-c2nnc(-c3ccco3)o2)cc1	0.1%	0.9%	.	1	-1%	4	679	-8	5	.	i	0.7
COc1ccccc1Nc1ncc(C(=O)N2CCN(Cc3ccc(OC)c(OC)c3OC)CC2)c2ccccc12	0.0%	1.0%	3%	1.1	3%	-10	691	14	-5	1%	i	0.4
COc1ccc(CCN2C(=O)CC(Cc3cccc(C)c3)C2=O)cc1OC (stereo unspecified)	1.1%	-1.1%	15%	1.1	-2%	-26	598	18	19	15%	i	0.5
CCOc1ccc(NC(=S)N(Cc2ccc(Cl)cc2)Cc2ccco2)cc1	0.3%	1.2%	4%	1	7%	.	.	-5	2	3%	i	5.6
CC(C)C(=O)OCC(=O)NCc1ccccc1Cl	-0.1%	1.4%	0%	1.2	1%	-11	674	-18	6	-2%	i	0.0
CCOc1cc2[nH]c(=S)n(CCCC(=O)NCc3ccco3)c(=O)c2cc1OCC	0.9%	-0.9%	-1%	1	1%	.	.	10	14	0%	i	12
COC(=O)c1cc(-c2ccccc2)n[nH]1	-0.6%	-1.2%	10%	0.1	9%	11	661	4	-19	8%	i	1.2

# More entries follow:
SMILES,UTI89 phage lysis,ER stress rescue,human PMI inhibitors,TNAP activators,M1AAP inhibition,Lipid droplet,Lipid droplet cells 6.5 µM,WT yeast gro inh,WT yeast gro inh mutant strain,PMI inhibitors,Myeloid diff 2,Myeloid diff 2 GFP+ MAC1+ %
COc1cccc(OC)c1C(=O)Nc1ccc(CN2CCOCC2)cc1,2.3%,-0.6%,-6%,1.1,14%,6,702,2,17,-2%,i,1.0
CCC(C)[C@H](NC(=O)NC1CCCc2ccccc21)C(=O)O (stereo partly specified),1.9%,-1.0%,3%,1.1,2%,.,.,0,1,0%,+,15*
O=C1NC(=O)/C(=C\c2ccc(N3CCOCC3)o2)N1,-0.1%,-1.0%,8%,1,-3%,16,720,-7,-22,-12%,i,0.3
CCOC(=O)C1=C(CSc2nc3c(cc2C#N)CN(C)CC3)OC(N)=C(C#N)C1c1ccncc1 (stereo unspecified),2.0%,1.1%,41%,1.1,9%,-3,679,-7,-1,8%,i,0.9
COc1ccc(C(=O)Nc2ccc(S(=O)(=O)NC(C)(C)C)cc2)cc1[N+](=O)[O-],0.2%,0.4%,16%,1,-1%,2,715,-25,4,17%,i,0.3
CCCCNC(=O)CN1C(=O)NC(CCc2ccccc2)C1=O (stereo unspecified),0.1%,3.4%,5%,1,-3%,-7,706,10,0,-4%,i,0.3
c1ccc(CSc2nnc([C@@H]3CCCN3)o2)cc1,0.1%,2.2%,-5%,0.9,6%,.,.,20,11,-2%,i,1.1
COc1ccc(C(=O)NNC(=O)C(NC(=O)c2ccccc2NC(=O)c2ccco2)C(C)C)cc1 (stereo unspecified),0.1%,-1.3%,13%,1.2,4%,-2,594,8,-3,8%,i,0.3
CCN1C(=O)C(O)(CC(=O)C(C)(C)C)c2cc(Br)ccc21 (stereo unspecified),0.2%,-1.4%,-2%,1.1,5%,-12,652,6,-15,-2%,i,0.6
Cc1ccc2nc(-c3ccc(SCC(=O)O)nc3)[nH]c2c1,-0.1%,-4.0%,20%,1.1,2%,.,.,-6,-2,12%,i,0.4
CCc1ccc(NC(=O)/C(C#N)=C/c2cc3ccc(C)cc3nc2N2CCOCC2)cc1,-3.1%,9.1%,6%,1.1,3%,28,721,4,6,2%,i,1.0
S=C(Nc1ccc(Br)cc1)NC1CCCCC1,4.5%,-3.8%,2%,1.1,3%,34,676,20,-14,2%,i,1.1
NCCCCCC(=O)Nc1ccncc1,7.8%,.,.,.,-1%,3,699,.,.,.,i,0.5
CCOc1ccc(NC(=O)N2CCC(NC(=O)C(Cc3ccc(OC)c(OC)c3)NC(C)=O)CC2)cc1 (stereo unspecified),0.2%,-1.3%,12%,1.1,3%,.,.,-1,-1,7%,i,0.8
Cc1cc(C(=O)N2CCN(c3ccc([N+](=O)[O-])cc3)CC2)no1,-3.4%,0.2%,-5%,1.1,6%,0,621,8,0,-1%,i,0.6
COC/C=C/C1=CC2=CC(=O)C(C)(OC(=O)c3cnc4ccccc4n3)C(=O)C2=CN1CCN1CCOCC1 (stereo unspecified),-0.7%,.,.,.,-4%,-24,749,.,.,.,i,1.1
COc1cccc(NC(=S)NN=C2CCCCCC2)c1,-0.2%,0.2%,-11%,1.3,10%,22,670,47,28,-7%,i,0.0
Cc1ccsc1/C=N/NC(=O)CN1CCN(S(=O)(=O)c2ccc(Br)cc2)CC1,3.4%,5.2%,-12%,1.1,3%,-24,646,-4,-6,-6%,i,0.2
COc1ccc(S(=O)(=O)N2CCC(C(=O)NCCC3=CCCCC3)CC2)cc1OC,3.0%,-1.3%,11%,1,18%,.,.,5,-3,-10%,i,2.1
O=c1[nH]c(-c2ccccn2)nc2ccccc12,-1.1%,7.8%,17%,2.9,17%,.,.,9,22,20%,i,1.0
Cc1ccc(C)c(NC(=S)NCCSc2ccc(Cl)cc2)c1,-3.2%,-2.9%,14%,1.8,4%,-6,666,78*,28*,5%,i,0.8
COc1ccc(S(=O)(=O)N2CCCC(C(=O)N3CCCCCC3)C2)cc1 (stereo unspecified),-0.2%,.,-1%,1.1,5%,-3,691,4,-1,6%,i,1.3
Cc1nn(-c2ccccc2)c(C)c1/C=C/C(=O)OCC(=O)NC1CCS(=O)(=O)C1 (stereo unspecified),1.1%,-0.9%,-6%,1.1,3%,9,720,8,16,-8%,i,0.3
COc1ccc(C2N(c3ccc(F)cc3)C(=O)C3CCCN32)cc1 (stereo unspecified),8.6%,-0.4%,-10%,1.2,6%,.,.,-8,1,-3%,i,1.8
O=C(NCc1ccc2c(c1)OCO2)C1CCN(C(=O)Nc2ccc(Cl)cc2)CC1,0.7%,0.4%,3%,1.2,10%,26,788,-5,-8,11%,i,0.8
[O-][n+]1c2c(nn1-c1ccccc1)/C(=N/O)CCC2,0.3%,2.1%,2%,1.1,-2%,1,648,-7,3,5%,i,1.2
COCCNc1cc(C)nc2ccccc12,0.4%,4.3%,11%,1.1,-1%,.,.,-9,-27,10%,i,0.8
COc1ccc(N2CCCC2=N)c(OC)c1,0.7%,.,.,.,-10%,6,671,.,.,.,i,0.8
CC(=O)NC(Cc1ccc(C)cc1)C(=O)NC1CCN(C(=O)c2cnccn2)CC1 (stereo unspecified),3.4%,-2.1%,-2%,1.1,0%,4,763,17,-10,-3%,i,4.7
Cc1ccc(OCC(=O)Nc2ccc(N3CCN(S(C)(=O)=O)CC3)cc2)c(C)c1,0.3%,0.3%,2%,1,5%,1,560,-7,-8,4%,i,0.6
Cn1c(Cl)c(/C=N/OC(=O)c2ccccc2Cl)c2ccccc21,0.6%,-2.1%,3%,0.9,12%,-6,573,24,23,0%,i,1.2
O=C1CC(c2ccccc2)CC(O)=C1C=NCCc1ccccc1 (stereo unspecified),0.3%,0.2%,-7%,1.1,3%,9,664,6,17,-1%,i,0.7
